GSTO1 inh: inhibitors of recombinant GSTO1, primary screen, counter-screen for RBBP9 inhibitor project, biochemical, fluorescence polarization; Glutathione S-transferase omega-1 (Homo sapiens), P78417; activity-based probe fluorescence polarization; inhibition, % at 5.96 µM; 300,000 tested, 1.1% active; AID 1974, 2009;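 active = inhibition above the campaign mean inhibition plus 3 SD, cut at about 35% in these data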;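 also: 0% = GSTO1-1 with DMSO and 100% = wells lacking GSTO1-1 enzyme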
Target sequence (P78417 whole entry, looked up): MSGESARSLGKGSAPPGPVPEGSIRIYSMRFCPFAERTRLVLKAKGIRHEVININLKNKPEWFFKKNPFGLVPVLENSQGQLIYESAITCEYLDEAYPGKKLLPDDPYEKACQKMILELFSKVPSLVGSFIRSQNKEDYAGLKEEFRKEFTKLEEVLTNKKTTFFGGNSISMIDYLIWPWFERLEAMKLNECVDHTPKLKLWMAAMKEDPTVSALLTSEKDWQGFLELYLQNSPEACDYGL
EBNA-1 inh: EBNA-1 DNA-binding inhibitors, primary screen, biochemical, fluorescence polarization. inhibition, % at 14.8 µM. 300,000 tested, 0.34% active; in the data active = inhibition above about 28%
PAD4 FP inh: human PAD4 inhibitors, primary screen, biochemical, fluorescence polarization, 1536-well format; recombinant PAD4, RCA probe fluorescence polarization; 330,000 tested, 0.41% active; inhibition, % at 6.36 µM;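 active = percent inhibition above a cutoff equal to the mean of all tested compounds plus 3 SD, cut at about 15% in these data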;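 also: 0% = PAD4 with RCA probe and DMSO and 100% = probe without PAD4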
PAFAH1B3 FP inh: PAFAH1B3 enzyme inhibitors, primary screen, biochemical, fluorescence polarization, human; Platelet-activating factor acetylhydrolase IB subunit alpha1 (Homo sapiens), Q15102; recombinant PAFAH1B3, FP-rhodamine probe; 340,000 tested, 0.28% active; inhibition, % at 3.39 µM;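 active = inhibition above the screen-wide average of all tested compounds plus 3 SD, cut at about 25% in these data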;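 also: 0% = enzyme with DMSO only and 100% = wells lacking PAFAH1B3 protein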
Target sequence (Q15102 whole entry, looked up): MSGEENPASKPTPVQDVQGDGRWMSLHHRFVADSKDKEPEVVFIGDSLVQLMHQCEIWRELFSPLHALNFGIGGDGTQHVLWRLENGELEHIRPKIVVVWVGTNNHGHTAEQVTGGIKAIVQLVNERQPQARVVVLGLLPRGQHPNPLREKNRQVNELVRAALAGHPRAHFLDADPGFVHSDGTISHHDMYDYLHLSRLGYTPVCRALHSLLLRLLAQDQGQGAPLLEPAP
PREPL inhibitor: PREPL enzyme inhibitors, primary screen, biochemical, fluorescence polarization. recombinant PREPL, fluorescence polarization activity-based probe. 320,000 tested, 0.68% active. inhibition, % at 5.96 µM. AID 2751, 2010; in the data active = inhibition above about 43%;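 also: 0% = enzyme with DMSO and 100% = wells lacking enzyme; many of its hits are not listed in these tables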
LYPLA1 inh: LYPLA1 inhibitors, primary screen, counter-screen for PME1 inhibitor project, biochemical, fluorescence polarization, FP-Rh probe ABPP | recombinant LYPLA1 | inhibition, % at 5.9 µM | 320,000 tested, 0.16% active | AID 2174, 2009;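 active = inhibition above the mean of all tested compounds plus 3 SD, set per campaign, cut at about 14% in these data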;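 also: inhibitors block serine hydrolase probe labeling of LYPLA1 so polarization falls; 0% = enzyme with DMSO and 100% = wells lacking LYPLA1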
LYPLA2 counter: LYPLA2 inhibitors, primary screen, counter-screen for PME1 inhibitor project, biochemical, fluorescence polarization, FP-Rh probe ABPP; Acyl-protein thioesterase 2 (Homo sapiens), O95372; recombinant LYPLA2; inhibition, % at 5.9 µM; 320,000 tested, 0.38% active;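 active = inhibition above the screen-wide mean plus 3 SD, limit set per campaign, cut at about 26% in these data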;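 also: 0% = LYPLA2 with DMSO and 100% = wells lacking LYPLA2 enzyme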
Target sequence (O95372 whole entry, looked up): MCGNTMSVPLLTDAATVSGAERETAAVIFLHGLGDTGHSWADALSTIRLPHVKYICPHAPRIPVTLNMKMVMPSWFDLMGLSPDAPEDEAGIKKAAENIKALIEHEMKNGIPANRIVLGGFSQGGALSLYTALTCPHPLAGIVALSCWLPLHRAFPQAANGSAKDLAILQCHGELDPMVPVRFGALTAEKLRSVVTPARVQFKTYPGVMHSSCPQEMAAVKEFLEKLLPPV
PAFAH2 inh: PAFAH2 enzyme inhibitors, primary screen, biochemical, fluorescence polarization, human. Platelet-activating factor acetylhydrolase 2, cytoplasmic (Homo sapiens), Q99487. recombinant PAFAH2, FP-rhodamine activity probe. inhibition, % at 3.39 µM. 340,000 tested, 0.99% active. AID 492956, 2010;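 active = inhibition above the mean over all tested compounds plus 3 SD, cut at about 30% in these data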;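 also: inhibitors block probe labeling of enzyme so polarization drops; 0% = enzyme with DMSO and 100% = wells lacking PAFAH2 protein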
ZTA counter: counter-screen for EBNA-1 inhibitors: inhibitors of Epstein-Barr virus ZTA. ZTA-DNA binding, fluorescence polarization. inhibition, % at 11 µM. 320,000 tested, 0.15% active; in the data active = inhibition above about 33%
Target sequence (P03206 whole entry, looked up): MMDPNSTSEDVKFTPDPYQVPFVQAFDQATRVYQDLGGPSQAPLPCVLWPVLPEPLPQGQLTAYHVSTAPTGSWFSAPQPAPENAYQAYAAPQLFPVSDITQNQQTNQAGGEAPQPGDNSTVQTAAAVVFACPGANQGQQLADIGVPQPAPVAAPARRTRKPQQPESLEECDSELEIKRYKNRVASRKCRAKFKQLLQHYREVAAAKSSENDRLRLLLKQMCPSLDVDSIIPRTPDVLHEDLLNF
* hit, by the source's call; / = no result given. An excerpt; count on the stated rates, not on these rows.

Every second line gives: GSTO1 inh, EBNA-1 inh, PAD4 FP inh, PAFAH1B3 FP inh, PREPL inhibitor, LYPLA1 inh, LYPLA2 counter, PAFAH2 inh, ZTA counter
CC(C)(C)N1CC(C(=O)O)CC1=O (stereo not drawn)
 : 1.7, 3.0, 2.8, 4.0, -2.5, 4.6, 1.5, 9.9, 8.3
O=C(Nc1ccc(Cl)cc1)C1=Cc2ccccc2OC1
 : -11.1, -3.2, -4.4, -1.1, -8.7, -10.6, -14.2, -16.9, 4.3
O=S1(=O)N=C2CCCCCN2C(c2ccc(F)cc2)N1 (stereo not drawn)
 : -2.4, -3.6, 0.8, 6.5, -4.0, -2.1, -1.0, 9.2, -3.5
COc1cccc2c1Oc1ncccc1N(C(=O)CCC(=O)NCc1ccccc1F)C2
 : 0.3, 6.7, -0.3, -1.0, 8.5, 4.2, 1.6, 3.6, -5.4
O=C(CNCc1ccccc1)Nc1ccccc1-c1ccccc1
 : 4.3, 2.1, -0.3, -3.4, 0.0, -0.2, -3.3, 8.2, 3.6
CCOc1ccc2nc(NC(=O)C3=NN(c4ccccc4)C(=O)CC3)sc2c1
 : 4.2, -18.1, -7.2, 1.3, 18.3, -0.3, 3.2, 4.6, -2.9
O=C(O)CSc1nnc(COc2cccc3cccnc23)n1-c1cccc(C(F)(F)F)c1
 : 14.6, 0.6, -4.3, /, 12.9, -0.1, 4.5, /, 7.1
CC(OC(=O)CCN1C(=O)C2CC=CCC2C1=O)C(=O)c1ccc(F)cc1 (stereo not drawn)
 : /, /, -3.9, 9.5, 8.7, 3.9, 3.8, 2.0, -5.5
NC(=O)N/N=C/c1ccc([N+](=O)[O-])o1
 : 6.8, 3.1, -9.2, 7.3, 2.4, -2.2, 0.0, 2.1, 1.0
CN(C)c1nc(SCc2ccccc2Cl)nc2c1CCCC2
 : 9.3, -5.5, -2.9, 3.2, 0.2, -5.0, -7.8, 5.2, -1.3
Cc1ccc(SCC(=O)O/N=C(\N)c2ccc([N+](=O)[O-])cc2)cc1
 : -4.7, 7.6, -1.7, 12.1, 9.8, -0.3, 2.0, 6.2, 7.7
COc1nc(-c2ccccc2)cc(-c2ccc(OC)c(OC)c2)n1
 : -0.8, -7.5, 1.3, -1.5, 10.7, -9.4, 2.1, 3.7, -19.0
COc1ccc(-c2nc(CN3CCN(C(=O)c4ccco4)CC3)c(C)o2)c(OC)c1C
 : 1.1, -4.7, -2.1, 3.5, 6.4, 2.0, -0.8, -3.9, 2.7
Oc1cc(-c2ccncc2)cc2cccnc12
 : /, /, -5.5, 3.3, 22.7, /, /, 0.3, /
S=c1[nH]nc(COc2ccccc2)n1-c1ccccc1
 : 9.1, -9.0, 6.2, 3.2, 12.3, 4.9, 9.3, 1.1, -23.5
Cc1ccc(CN2CCC(NC(=O)c3ccccc3)CC2)cc1
 : 4.8, -6.5, 2.0, -3.7, 0.2, -2.9, -4.8, -0.3, 5.6
O=C1CSC(=S)N1c1cccnc1
 : 5.3, -12.5, -10.2, -1.1, 5.0, -1.7, -5.2, -3.3, 9.7
O=C1CCC(=O)N1c1ccc(S(=O)(=O)Nc2ccc(Br)cc2)cc1
 : 26.2, -0.4, 3.2, -3.5, 12.0, 3.5, 11.4, -10.0, -7.2
O=S(=O)(c1ccccc1)N(CC(O)Cn1c2ccccc2c2ccccc21)c1ccccc1 (stereo not drawn)
 : -15.8, -12.2, -1.8, -8.5, 23.6, -18.1, -45.5, -26.7, -14.5
C/C(=N\NC(=O)c1nnn(-c2nonc2N)c1C(C)C)c1cc(C)sc1C
 : -0.7, -7.6, 3.7, 6.5, 1.9, 0.5, 0.8, -1.5, -12.3
CCN(C(=O)/C=C/c1cc(OC)c(OC)c(OC)c1)C1CCCCC1
 : -6.6, -5.9, -0.5, -3.5, -6.1, 4.2, 0.2, -3.6, -10.7
Cc1cc(C)c2c(c1)[C@@H]1C=CC[C@@H]1[C@H](c1ccc(S(=O)(=O)N3CCOCC3)cc1)N2
 : -6.1, -3.5, 7.5, 1.8, 9.1, -8.6, -4.6, -3.7, 0.9
COCCn1nnnc1C(C(C)C)N1CCOCC1 (stereo not drawn)
 : -1.4, -8.2, 2.1, 6.4, -8.8, -0.7, -2.4, -1.5, 13.4
CSc1ncc(-c2ccccc2)cn1
 : 7.6, 2.6, -3.2, 3.6, -3.3, 1.9, 3.2, 0.9, -8.3
CCn1c(SCC(=O)c2cc(C)n(CC3CCCO3)c2C)nc2ccccc21 (stereo not drawn)
 : 0.4, 6.4, 4.0, 0.9, 2.0, -0.6, -1.8, 1.4, -12.3
C=CCOc1ccc(C2/C(=C(\O)c3ccc4c(c3)OCCO4)C(=O)C(=O)N2CCCN2CCOCC2)cc1 (stereo not drawn)
 : 21.3, -0.8, 3.4, 7.7, 8.2, 0.6, 2.6, 8.1, -9.1
Cn1c(=O)c2c(ncn2CC(=O)N2CCN(S(=O)(=O)c3ccc(Cl)cc3)CC2)n(C)c1=O
 : 0.4, 4.6, -0.2, 15.4, 4.8, -1.4, 2.8, -2.6, 7.1
CC(C)Oc1cccc(C(=O)C2CCCN(C(=O)c3csnn3)C2)c1 (stereo not drawn)
 : 2.6, -7.0, -8.7, 1.7, 3.1, 2.0, -2.5, 17.4, -23.2
O=C(NC1=NCCS1)c1ccccc1OCc1ccccc1Cl
 : -2.8, -9.9, -2.3, 3.1, -4.4, 0.7, -4.3, -1.7, 3.9
O=C(O)CC1C(=O)NCCN1CCCc1ccccc1 (stereo not drawn)
 : 3.1, 7.6, 3.1, -2.9, 0.5, 5.2, 9.2, -8.4, -8.4
O=C(CN1C(=O)NC2(CCCC2)C1=O)N1CCN(S(=O)(=O)c2ccccc2[N+](=O)[O-])CC1
 : 2.3, -1.1, 0.1, -4.0, 5.2, -0.8, 3.1, 2.8, 2.6
CCc1ccc(NC(=O)Cn2cnc([N+](=O)[O-])c2)cc1
 : 2.8, 0.8, -5.9, 6.4, 2.6, 0.8, 2.7, -1.7, -5.4
O=C1NC2(CCCCC2)CO1
 : 2.8, 17.6, 10.1, 2.5, 21.5, 2.2, -0.7, 1.3, 4.5
CCCn1c(SCC(=O)Nc2ccc(Cl)cn2)nnc1C1CC1
 : -5.7, -10.7, -4.2, -0.2, 3.0, 5.4, 11.7, -4.7, 2.2
O=C(N/N=C(\Cc1ncc[nH]1)c1ccccc1)c1ccccc1
 : 5.8, 1.5, -4.8, /, 2.6, -0.6, -2.8, /, 19.7
CCCCN(CCCC)S(=O)(=O)c1ccc(NC(=O)c2cccs2)cc1
 : -49.6, 0.4, -6.4, -55.6, 4.2, -48.6, -78.9, -82.5, -3.0
CN(Cc1ccco1)S(=O)(=O)c1cc(F)ccc1CN1C(=O)c2cccnc2C1=O
 : 1.1, -9.3, -5.0, 5.8, 7.0, -0.1, 2.2, 2.1, -7.3
Cc1oc2c(c(C)cc3oc(=O)c(CC(=O)NCCCN4CCCC4=O)c(C)c32)c1C
 : -13.5, -7.3, -11.2, 11.7, -0.1, -3.8, 1.4, 6.7, 3.6
O=C(CSc1nc2ccccc2c(=O)[nH]1)Nc1ccccc1O
 : 1.4, 17.1, 0.2, -3.8, -7.2, -1.1, -0.4, 11.9, 12.1
COc1ccc(NC(=O)Cn2c(=O)n(CC3CCCO3)c(=O)c3ccccc32)c(OC)c1 (stereo not drawn)
 : 3.5, -5.4, 1.5, 8.9, -1.0, 1.2, 2.7, -1.6, 8.1
CCCCN(C(=O)c1ccc(OC)c([N+](=O)[O-])c1)c1c(N)n(CCC)c(=O)[nH]c1=O
 : 14.8, 0.0, 2.8, 12.1, 17.5, -4.5, -1.6, -10.3, -8.6
O=C(CSc1nnc(NC(=O)Cc2ccccc2)s1)NCC1CCCO1 (stereo not drawn)
 : 3.8, 0.2, -2.2, 7.7, -0.1, -3.0, 0.6, 10.9, 4.2
COC(=O)c1cc(Cl)c(NC(=O)/C=C/c2ccc(OC)c(OC)c2)cc1OC
 : -4.8, 7.0, -0.1, -1.7, -26.3, -7.8, -1.4, -8.8, -17.1
COc1ccc(N(C(=O)c2ccncc2)S(=O)(=O)c2ccc3c4c(cccc24)C(=O)N3C)cc1
 : 3.0, -22.8, -5.5, -5.5, -15.3, -1.1, -0.6, 1.6, -11.7
CCC(C)(C)NC(=O)C(C(C)C)N(CC1CCCO1)C(=O)CNS(=O)(=O)c1ccccc1 (stereo not drawn)
 : 7.0, -0.3, -1.5, 1.7, -0.4, 2.9, 2.4, -5.2, -28.9

3 entries out of the list above, sorted by the number in PAFAH1B3 FP inh, highest first:
Compound | PAFAH1B3 FP inh
Cc1oc2c(c(C)cc3oc(=O)c(CC(=O)NCCCN4CCCC4=O)c(C)c32)c1C | 11.7
O=C(CNCc1ccccc1)Nc1ccccc1-c1ccccc1 | -3.4
COc1ccc(N(C(=O)c2ccncc2)S(=O)(=O)c2ccc3c4c(cccc24)C(=O)N3C)cc1 | -5.5

Later entries:
Every second line gives: GSTO1 inh, EBNA-1 inh, PAD4 FP inh, PAFAH1B3 FP inh, PREPL inhibitor, LYPLA1 inh, LYPLA2 counter, PAFAH2 inh, ZTA counter
CCOC(=O)[C@H]1[C@H]2COc3ccc(Cl)cc3[C@@H]2N2C(=O)c3ccc(C)cc3NC(=O)[C@@]12C
 : 1.2, -3.4, -0.4, -3.0, -6.6, -8.3, -6.3, -5.6, -2.8
O=C(NCC1CCCO1)c1ccccn1 (stereo not drawn)
 : 8.9, -1.1, 0.5, -0.3, 7.5, 0.4, 2.5, 2.4, -8.9
Cc1cc(C)n(-c2ccc(NC(=O)C3CCCCN3C(=O)c3sccc3C)cc2)n1 (stereo not drawn)
 : 4.1, -6.1, -8.3, -3.0, -9.1, 1.2, 7.2, 5.5, -10.4
COc1ccc2c(c1)CCc1cc(C(=O)O)sc1-2
 : 8.2, 0.6, -0.5, 2.1, 1.5, 3.8, 4.0, 5.7, -17.6
Cc1ccc(S(=O)(=O)N2CCC(C(=O)N3CCN(Cc4ccccc4)CC3)CC2)cc1
 : 4.9, 4.7, -5.6, 7.0, 2.8, 0.2, -1.1, -1.7, -5.2
CCN(c1ccccc1)S(=O)(=O)c1ccc(OC)c(N=N/C(C(=O)Nc2ccccc2)=C(/C)O)c1
 : -6.0, -9.0, -5.1, 8.2, 9.6, 0.1, -0.6, 0.2, 0.5
COc1ccc(S(=O)(=O)N2CCC(C(=O)Nc3ccccc3N3CCCCC3)CC2)cc1OC
 : -1.5, 7.2, -0.5, 10.6, 7.7, -1.1, -4.7, -0.5, -2.7
